NCI-60 one-dose screen, 48 h, at 10 µM unless noted. Numbers give growth in % (100 = growth as untreated, 0 = no growth, -100 = all killed).
HOP-92 = HOP-92 NSCLC cells; AID 1794738; 71,000 compounds, 6.3% hits
HOP-62 = HOP-62 NSCLC | 80,000 compounds, 3.9% hits
EKVX = EKVX NSCLC. AID 1794765. 71,000 compounds, 3% hits
M14 = M14 melanoma. 80,000 compounds, 6.2% hits
CCRF-CEM = CCRF-CEM leukemia; AID 1794778; 77,000 compounds, 7% hits
RPMI-8226 = RPMI-8226 leukemia cells; 77,000 compounds, 7.5% hits; AID 1794781
MOLT-4 = MOLT-4 leukemia cells | 80,000 compounds, 6.9% hits | AID 1794779
A549/ATCC = A549/ATCC NSCLC; 81,000 compounds, 3.7% hits
Numbers without * were called inactive; · = not tested or not shown; & = joins results of further samples. How the source made its calls: active means growth percent below 10; inactive means the rest.

Below each compound – HOP-92, HOP-62, EKVX, M14, CCRF-CEM, RPMI-8226, MOLT-4, A549/ATCC
#1 CC1NC(=O)NC1CCCCCC(=O)O (configuration not stated)
 : 73, 104, ·, 95, 2.2*, 84, 118, 95
#2 O=C1/C(=C2\SC(=S)N(C3CCCC3)C2=O)SC(=S)N1C1CCCC1
 : 106, 99, 96, 100, 95, ·, 100, 101
#3 COc1ccc(/C=c2\nc3n(-c4ccccc4)c4nc5c6c(sc5c(=N)n4n-3c2=O)CCCC6)cc1
 : 63, 88, 67, 97, ·, 80, 56, 97
#4 O=c1[nH]c2cc([N+](=O)[O-])ccc2c2ccccc12
 : 84, 92, 78, 101, 86, 88, 95, 92
#5 C=C(C)[C@@H]1CC[C@]2(C(=O)N3CCN(C)CC3)CC[C@]3(C)[C@H](CC[C@@H]4[C@@](C)(CCC#N)[C@H](C(=C)C)CC[C@]43C)[C@@H]12
 : 62, 96, 96, 95, 80, 64, 48, 84
#6 Nc1cc(S(=O)(=O)O)ccc1S(=O)(=O)O
 : 98, 108, 85, 113, 103, 127, 141, 110
#7 O=C(N/N=C/c1c[nH]c2ccccc12)Nc1ccc(F)cc1
 : 74, 89, 64, 75, 13, 36, 16, 62
#8 c1ccc2sc(SCCCn3ccnc3)nc2c1
 : 79, 100, 90, 102, 82, 79, 96, 75
#9 Clc1ccc2c(c1)C1CC(c3ccccc3)=NN1C(c1ccncc1)O2 (configuration not stated)
 : 86, 77, 79, 91, 71, 80, 70, 80
#10 O=C(O)CCC(=O)/C=C\c1ccc2c(c1)OCO2
 : 99, 113, 111, 103, 113, 109, 103, 109
#11 COc1ccccc1Cn1cc2c(c1)-c1oncc1CC2
 : 80, ·, 21, 14, 18, 33, 26, 29
#12 Cc1cc2c(F)c(Oc3ncnc(Nc4ccc(N5C[C@@H](C)N[C@@H](C)C5)cc4)c3C#N)cc(F)c2[nH]1
 : 89, 76, 79, ·, 7.7*, 3.0*, -16*, 14
#13 O=C(Cc1c(F)cccc1Cl)Nc1ccc(S(=O)(=O)Nc2ncccn2)cc1
 : 91, 96, 100, 110, 62, 70, 103, 110
#14 COc1ccc(OC)c(NC(=O)CC(C)=O)c1
 : 92, 126, 109, 109, 99, 98, 110, 102
#15 CC(O)CC(=O)NN (configuration not stated)
 : ·, 104, ·, 100, 99, 103, 106, 99
#16 Nc1ccc2ccccc2c1O
 : 142, 126, 88, 107, 100, 101, 90, 114
#17 CCCOC(=O)c1ccc(C)cc1
 : 102, 109, 110, 105, 106, 109, 105, 100
#18 CC(=O)Nc1ccc(-c2cc3c(NCc4ccc(Cl)cc4)ncnc3s2)cc1
 : 71, 84, 70, ·, 75, ·, 60, 71
#19 CC(=O)Nc1ccc(Cl)cc1-c1n[nH]c(=O)[nH]c1=O
 : ·, 97, ·, 100, 52, 103, 101, 110
#20 COc1ccc(-c2nc(-c3ccc(OC)cc3)c3ccccc3n2)cc1
 : 54, 87, 92, 98, 107, 105, 97, 94
#21 CNC(=O)c1ccccc1C(O)c1ccc(C)cc1 (configuration not stated)
 : 95, 114, ·, 117, 102, 105, 103, 93
#22 Clc1ccc(Cc2nc3ccccc3s2)cc1
 : 122, 115, 87, 98, 93, 101, 93, 96
#23 CC(=C(C#N)C#N)c1ccccc1
 : ·, 93, 113, 98, 104, 96, 103, ·
#24 CC(=O)Nc1nc(-c2ccc(N3CCN(C)CC3)c(NS(=O)(=O)c3cccc4c(N(C)C)cccc34)c2)cs1
 : 51, 70, 70, -57*, 8.4*, 6.3*, ·, 71
#25 Cc1ccc(C(C)C)c(NC(=S)N/N=C/c2ccccc2O)c1
 : 76, 97, 93, 94, 19, 77, 80, 99
#26 CCOC(=O)C1=C(c2ccccc2)N=C2SC=C(c3ccc(Cl)cc3)N2C1c1ccc(Br)cc1 (configuration not stated)
 : 56, 91, 74, 84, 78, 62, 39, 84
#27 COC(=O)/C(CCC=C(C)C)=C1\[C@@H](OC(C)=O)C[C@@]2(C)[C@H]1C/C(=N/O)[C@H]1[C@@]3(C)CC/C(=N\O)[C@@H](C)[C@@H]3CC[C@@]12C
 : 95, 105, 100, 99, 87, 46, 72, 94
#28 O=C(CI)NC(Cc1c[nH]c2ccccc12)C(=O)O (configuration not stated)
 : 96, ·, 114, 101, 27, 108, 88, 101
#29 CCN(c1cc(-c2ccc(CN3CCN(C(=O)CCCCCCCCCCCCCCC(=O)N[C@H](C(=O)N4C[C@H](O)C[C@H]4C(=O)NCc4ccc(-c5scnc5C)cc4)C(C)(C)C)CC3)cc2)cc(C(=O)NCc2c(C)cc(C)[nH]c2=O)c1C)C1CCOCC1
 : 86, 96, 86, 98, 114, 85, 89, 92
#30 COc1ccc(-c2cn(-c3cccc(C(=O)/C=C/c4cc(OC)c(OC)c(OC)c4)c3)c(=O)[nH]2)cc1OC
 : 61, 93, 98, 80, 34, 6.9*, 70, 90
#31 Cc1cc(-c2ccco2)c(C#N)c(=O)n1C(=O)c1ccccc1
 : 92, 97, 98, 108, 105, 107, 106, 104
#32 COc1cc(C2C3=C(COC3=O)Nc3cc4c(cc32)CCC4)cc2c1OCO2 (configuration not stated)
 : 41, 36, 45, 12, 10, 23, 20, 19
#33 O=C1CC(N2C(=O)/C(=C/c3cccnc3)SC2=S)C(=O)N1c1ccc(Cl)cc1 (configuration not stated)
 : 98, 91, 82, 106, 103, 100, 98, 107
#34 Cc1nc(NC(=O)COc2cccc(/C=C3\Cc4ccc(Cl)cc4C3=O)c2)sc1C
 : 80, 94, 102, 109, 97, 67, 71, 104
#35 CC1(C)CC(=O)C(Cc2cn(-c3ccccc3O)nn2)(Cc2cn(-c3ccccc3O)nn2)C(=O)C1
 : 81, ·, 94, 96, 101, 96, 96, 93
#36 CN(C)CCCn1c2c(c3cnccc3c1=O)C(=O)c1ccccc1-2
 : -9.6*, -2.0*, 41, -48*, 9.8*, -14*, -2.2*, 11
#37 O=C(CNC(=O)NCC1CCC(F)CC1)NC1NC2CCCCC2N1 (configuration not stated)
 : 83, 90, 77, 92, 92, 100, 103, 107
#38 C=CCn1c(-c2nc3ccc(C(=C(C#N)C#N)c4ccccc4)cc3[nH]2)cc2cc(-c3ccc(C=O)cc3)ccc21
 : 72, 94, 77, ·, 45, 24, 35, 78
#39 O=C(N/N=C1/C2CC3C(C2CO)[C@H]13)c1ccncc1 (some centres not stated)
 : 106, 96, 113, 98, 92, 93, 92, 76
#40 CCc1c([N+](=O)[O-])cc2c(c1[N+](=O)[O-])C(C)(C)CCC2(C)C
 : 88, 99, 98, 92, 100, ·, 87, 88
#41 O=C1C[C@H](c2cccc3ccccc23)Cc2ccccc2O1
 : 89, 85, 89, 94, 94, 88, 98, 81
#42 C[N+](C)(C)CC(=O)N/N=C\c1cccs1
 : ·, 104, 106, 109, 109, ·, 105, ·
#43 C=C(CBr)[C@@H]1CC[C@]2(C)[C@H](CC[C@@H]3[C@@H]4[C@H]5OC(=O)[C@@]4(CCC5(C)C)CC[C@]32C)[C@@]1(C)CCC#N
 : 96, 98, 98, 78, 74, 89, 81, 82
#44 COc1cc([N+](=O)[O-])ccc1NC(=O)C(F)(F)F
 : 79, 97, 87, 104, 107, 104, 98, 93
#45 CC(C)Oc1nc2c(c(=O)n(C)c(=O)n2C)n1C
 : 102, 92, 103, 107, 95, 105, 94, 85
#46 COc1ccc(C2c3c(ccc4ccccc34)Oc3ccc4ccccc4c32)cc1
 : 51, 94, 85, 96, 95, 92, 83, 98
#47 O=[N+]([O-])CC1=CCCCC1
 : 72, 141, 106, 101, 90, 102, 111, 104
#48 C#CC(=O)O
 : 134, 103, 107, 105, 104, 105, 97, 99
#49 O=[N+]([O-])c1cccc(/C=C\C=C\c2ccccc2)c1
 : 80, 123, ·, 100, 77, 79, 80, 81
#50 COc1ccc(-c2[nH]ncc2Nc2cc(OC)c(OC)c(OC)c2)cc1
 : 66, 52, 49, 31, 40, 33, 73, 61
#51 COc1ccc(CCNc2nc3c(c(=O)n(Cc4ccc(Cl)c(Cl)c4)c(=O)n3C)n2C)cc1OC
 : 87, 87, 77, 83, 87, 66, ·, 91
#52 O=C1NC(=S)NC(=O)C1=Cc1cc(-c2ccccc2)n(-c2ccccc2)n1
 : 90, 100, 103, 100, 98, 96, 106, 100
#53 COc1ccc(OC)c(-c2cc(-c3ccc(Cl)cc3)c(C#N)c(SC)n2)c1
 : 37, 46, 61, 71, 88, 48, 96, 58
#54 O=C1CC(c2ccsc2)c2snc(-c3cccc(F)c3)c2N1 (configuration not stated)
 : 60, 97, ·, 98, 88, 91, 90, 84
#55 COc1ccc(-c2c(NC(=O)Nc3ccc(OC(F)(F)F)cc3)cnn2-c2ccc(S(N)(=O)=O)cc2)cc1
 : 73, 92, 101, 82, 55, 51, 36, 85
#56 COC(=O)CCC(=O)O
 : 102, ·, ·, 109, 104, 107, 104, 100
#57 CC1=C(C(=O)OC(C)C)C(c2cccc(O)c2)NC(=O)N1 (configuration not stated)
 : 104, 101, 87, 95, 102, 101, 104, 104
#58 CC(=O)OC1(C)C=Cc2ccccc2/C1=N/S(=O)(=O)c1ccccc1 (configuration not stated)
 : 61, 79, 98, 100, 101, 80, 108, 92
#59 COc1ccc(CCC2CCCC2C2CC2)cc1 (configuration not stated)
 : 103, 99, 101, 100, 101, 100, 111, 103
#60 C=CCNS(=O)(=O)c1ccccc1
 : ·, 109, 105, 97, 120, 109, 97, 102

Additional entries.
Below each compound – HOP-92, HOP-62, EKVX, M14, CCRF-CEM, RPMI-8226, MOLT-4, A549/ATCC
#61 O=[N+]([O-])c1ccc(Cc2ccc([N+](=O)[O-])cc2)cc1
 : ·, 86, 89, 104, 106, 96, 75, 90
#62 CC(COS(=O)(=O)Cc1ccccc1)OS(=O)(=O)Cc1ccccc1 (configuration not stated)
 : 95, 79, 96, 103, 104, 100, 80, 84
#63 COc1ccc(NC(=O)CN)cc1
 : 94, 77, 103, 102, 82, 82, ·, 66
#64 Nc1ccc(S(=O)(=O)NN=C2CCCC2)cc1
 : 86, 99, 103, 102, 70, 105, 85, 101
#65 Cc1c(/C=N\Nc2ccccc2)[nH]c(=O)[nH]c1=O
 : ·, 124, 64, 97, 89, 103, 88, 94
#66 O=C1CNC(=O)CN1
 : 108, 89, 89, 95, ·, 139, 108, 97
#67 COc1ccc2oc3c4[nH]c5ccccc5c4c4c(c3c2c1)C(=O)NC4=O
 : 81, 97, 67, 55, 94, 87, 127, 101
#68 COc1ccc(/C=N/N2CC(C)OC(C)C2)cc1OC1CCCC1 (configuration not stated)
 : 72, 98, 83, 86, 107, 71, 84, 86
#69 COc1cc(CN(CCC(O)N2CCCC2=O)Cc2ccc3c(c2)OCO3)cc(OC)c1OC (configuration not stated)
 : ·, 103, 107, 96, 98, 99, 85, 106
#70 OCCc1cccc(C(F)(F)F)c1
 : 102, 104, 126, ·, 134, ·, 95, 101
#71 O=[N+]([O-])c1ccc(/C=N/c2nn[nH]n2)cc1 (tested in a mixture with another compound)
 : ·, 112, 103, 105, 101, 110, 101, 104
#72 CN(C)c1ccc(/C=N/n2c(-c3cc(F)c(Cl)cc3Cl)nn(CNc3ccc(F)cc3)c2=S)cc1
 : 100, 102, 95, 107, 91, 95, 82, 83
#73 CCNC(=O)Nc1ncccc1OCc1ccc(F)cc1
 : 108, 95, 102, 109, 101, 106, 98, 99
#74 Cc1ccc(C(=O)c2c(C(=O)N(C)N)noc2-c2ccc(C)cc2)cc1
 : 99, 93, 98, 100, 93, 83, ·, 102
#75 CCOC(=O)[C@]1(C)C(=O)N2c3cc(O[Si](C(C)C)(C(C)C)C(C)C)cc4c3[C@H](C(C)=C[C@@]2(CC)C1=O)[C@@H](C)C4=O
 : 69, 92, 97, 81, 83, 89, ·, 99
#76 Cc1ccc(S(=O)(=O)Oc2cc3oc(=O)c4c(c3cc2Cl)CCCCC4)cc1
 : 74, 94, ·, 94, 72, 65, 78, 75
#77 Oc1ccc(Cl)cc1-c1nc2ccccc2s1
 : 70, 95, 106, 120, ·, 86, ·, 106
#78 Cc1c2c(c(C)c3c1[nH]c1ccccc13)C(=O)N(CCCO)C2=O
 : 86, 88, 49, 79, 64, 80, 90, 93
#79 CS(=O)(=O)Nc1ccc(C(=O)NC(C(=O)NO)c2ccc(-c3ccncc3)cc2)cc1 (configuration not stated)
 : 108, 116, 103, 114, 107, 106, 100, 102
#80 CSc1nc(N)nc2c1ncn2C
 : 65, 85, 94, 102, 98, 96, 88, 84
#81 c1cc2ccc3cc2cc1CNCCOCCNCc1ccc2ccc(cc2c1)CNCCOCCNC3
 : -31*, -10*, 21, 90, ·, 0.5*, 4.1*, 0.2*
#82 COc1ccc(/C=C2\C=C(c3ccc(F)cc3)N(Cc3ccc(F)cc3)C2=O)cc1OC
 : 58, 111, ·, 90, 93, 78, 68, 93
#83 O=c1c2ccccc2nc(N/N=C/c2ccc(Oc3ccc(Cl)cc3)cc2)n1-c1ccc(Cl)cc1
 : 112, 102, 102, ·, 107, 107, 103, 109
#84 C/C(=N/NC(N)=S)c1sc(Nc2ccc(O)cc2)nc1C
 : 120, 112, 111, 108, 93, ·, 88, 106
#85 CCCCCCCCCCCCCCCc1ccc(N)c(OC2OC(COC(C)=O)C(OC(C)=O)C(OC(C)=O)C2OC(C)=O)c1 (configuration not stated)
 : 75, 102, ·, 112, 83, 90, 97, 94
#86 Cc1ccc(S(=O)(=O)Nc2ccsc2-c2nc(-c3ccccc3)no2)cc1
 : 77, 65, 97, 68, 82, 95, 96, 75
#87 Cc1cc(=O)[nH]c(N)n1
 : 90&100&83, 110&74&99&108, 98&99&104&119, 105&100&99&106, 99&96&107&85, 107&105&107&105, 144&105&84&104, 88&70&103&112
#88 CCC(=O)Cc1ccc2ccccc2n1
 : ·, ·, 96, 112, 95, 96, 95, 106
#89 CN(C)c1ccc(C2C(C/C(N)=N\O)=C(N)Oc3ccc4ccccc4c32)cc1 (configuration not stated)
 : 90, 84, 63, 97, 95, 81, 86, 107
#90 O=C1/C(=C/c2ccccn2)CCc2ccccc21
 : 92, 113, ·, 108, 52, 15, 49, 99
#91 C=C1C(=O)O[C@H]2[C@H]1CC/C(COC(=O)Nc1nc3ccccc3[nH]1)=C\CC[C@@]1(C)O[C@@H]21
 : 50, 90, 59, 46, 6.5*, 32, 46, 96

From PubChem BioAssay
